# Xi reactivation: activators of X-chromosome reactivation in mouse fibroblasts | XiGFP mouse fibroblasts, % GFP-positive cells imaging, 3 d; cells co-treated with 5-aza-dC sensitizer; scaled so ellipticine positive control = 100% | actives 0.055% (n = 360,000) | activation, % at 7.58 µM | AID 743238;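 active = mean normalized replicate activation at least 10% and every replicate at or above 10%; inconclusive = only one of the two criteria met; inactive = mean below 10% and not all replicates reach 10%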;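 also: 0% = median of on-plate neutral control wells and 100% = ellipticine 6 µM median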
#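 System: XiGFP fibroblasts, SV40-immortalized. Medium: DMEM plus 5-aza-dC sensitizer. Doses: single point. Timing: 3 d treatment, 15 min room-temperature fixation. Control set: ellipticine 6 µM.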
# INS-1E GSIS act: GLuc luminescence reporter in INS-1E cells, primary screen for activators of glucose-dependent secretion of insulin; AID 743287; INS-1E GLuc reporter insulin secretion, 2-3 h; actives 0.61% (n = 370,000); activation, % at 16.6 µM;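 active = lowest replicate activation of at least 40%, so every replicate reaches that level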;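 also: 0% = median of neutral control wells and 100% = median of IBMX positive control wells; some compounds called inactive have numbers as strong as hits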
# ERp5 block: ERp5 (human) disulfide isomerase inhibition; Q15084; ERp5 insulin aggregation, absorbance 650 nm, 90 min; inhibition, % at 9.99 µM; actives 0.05% (n = 350,000);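 active = mean replicate inhibition above about 25%, with every replicate also reaching it, limit read from the data, passing the limit was not always enough; inconclusive = only one of those two criteria met; inactive = neither criterion met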
# Target sequence (Q15084 whole entry, looked up): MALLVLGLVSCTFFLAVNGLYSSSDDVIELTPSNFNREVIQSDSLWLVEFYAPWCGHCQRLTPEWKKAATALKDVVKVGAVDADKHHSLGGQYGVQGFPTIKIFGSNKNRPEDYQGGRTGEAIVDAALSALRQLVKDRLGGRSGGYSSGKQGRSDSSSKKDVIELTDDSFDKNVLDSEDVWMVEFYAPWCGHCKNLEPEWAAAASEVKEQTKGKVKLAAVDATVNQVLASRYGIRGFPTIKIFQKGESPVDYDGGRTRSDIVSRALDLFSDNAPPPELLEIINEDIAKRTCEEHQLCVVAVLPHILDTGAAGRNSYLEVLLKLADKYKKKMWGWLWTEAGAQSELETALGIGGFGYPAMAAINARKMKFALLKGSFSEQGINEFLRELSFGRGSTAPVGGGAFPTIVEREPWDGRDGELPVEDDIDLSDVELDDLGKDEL
# EWS-Fli block: EWS/Fli transcriptional activity inhibition. A673 NR0B1-luciferase reporter, viability-normalised. inhibition, % at 12.6 µM. actives 0.67% (n = 350,000). AID 651661;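 active = mean inhibition of at least 50% after viability correction, with every replicate also passing that limit; inconclusive = mean reaches 50% but only one of two replicates passes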;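 also: firefly luciferase signal divided by Alamar Blue viability fluorescence both relative to DMSO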
# ARNT-TACC3 inh: disrupts binding between human ARNT and TACC3 | Q9Y6A5 | AlphaScreen His-ARNT PAS-B/GST-TACC3 binding, luminescence; TACC3 fragment carries E629A point mutation | inhibition, % at 9.99 µM | actives 0.66% (n = 390,000);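 active = mean inhibition of replicates at least 50% and at least half of replicates each reaching 50%; inconclusive = half or more replicates reach 50% but mean below 50%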;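 also: 0% = complete ARNT plus TACC3 wells and 100% = ARNT alone without TACC3; many hits fall short of the cut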
# PAX8 inh HTS: lowers PAX8-driven luciferase in RMG-I cells. AID 652154. inhibition, % at 12.6 µM. RMG-I TPO-luciferase reporter, SteadyGlo, 24 h. actives 1.2% (n = 360,000);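 active = mean replicate inhibition at least 60% with every replicate also reaching 60%; inconclusive = only one of the two criteria is met; inactive = mean below 60% and not all replicates reaching 60%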;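 also: luciferase light reporting Pax8 driven TPO promoter activity; plate controls were median of neutral control wells for no effect and mitoxantrone controls for full effect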
# CFTR F508del cor: CFTR F508del correction in bronchial cells; CFBE cells, YFP halide quenching; stimulated with forskolin plus potentiator P3; % fluorescence drop versus neutral controls; activity (quench increase), % at 7.58 µM; actives 0.36% (n = 350,000); AID 720511;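 active = mean added fluorescence quench of at least 8% versus neutral control, with both replicates also reaching 8%; inconclusive = only one of the mean or replicate conditions met; inactive = mean below 8% and not both replicates reaching 8%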;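 also: cells transiently co-express mutant CFTR-F508del with the halide-sensitive YFP; corrector assay measuring rescue of mutant channel to the surface after 24 h compound exposure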
# DENV2 CPE: DENV2-induced cell death inhibition | DENV2-infected cells, cytopathic effect rescue, plate reader | CPE inhibition, % at 9.99 µM | actives 1.7% (n = 350,000) | AID 651640; in the data active = CPE inhibition above about 20%, passing the limit was not always enough; inconclusive = no clear call, values can overlap the other calls; tested in BHK-21 cells;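 also: 0% = median of neutral control wells and 100% = median of positive control wells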
# Active calls of the source: *; ? = inconclusive; . = not tested or not shown; & = joins results of further samples; ! = a repeat was not active.
# Start of the data: the first 9 entries as a preview:
# Values run as follows: Xi reactivation, INS-1E GSIS act, ERp5 block, EWS-Fli block, ARNT-TACC3 inh, PAX8 inh HTS, CFTR F508del cor, DENV2 CPE
COc1ccc(S(=O)(=O)N2CCCC2=O)cc1N(C)S(C)(=O)=O
  0.0, 1, -6, 6, -1, -9, -1.8, 0
NC(=NCCc1ccccc1)NS(=O)(=O)c1ccc2ccccc2c1
  0.2, 2, ., ., -1, 8, ., .
Cc1ccc2cc3c(nc2c1)N(c1ccccc1)CC3
  0.1, 1, -6, 0, -12, -3, 0.2, -8
O=C(Nc1ccc2c(c1)[C@@H]1C[C@H](CC(=O)N3CCOCC3)O[C@H](CO)[C@@H]1O2)NC1CCCCC1
  0.1, -8, -4, -2, -6, -1, 0.2, -2
COc1ccc(CCNC(=O)CCCn2ncn3c(cc4occc43)c2=O)c(OC)c1
  0.0, 11, -1, ., 0, 18, -0.3, 1
Cc1n[nH]c(C)c1S(=O)(=O)N1CCN(S(=O)(=O)c2cccc(F)c2)CC1
  0.1, 26, -3, 6, 3, 6, 1.3, 12
NC(=O)NCC#Cc1ccc2c(c1)[C@]1(C(=O)N2)[C@H](c2ccccc2OCCO)N2[C@H](c3ccccc3)[C@H](c3ccccc3)OC(=O)[C@H]2[C@@H]1C(=O)O
  ., ., 1, -6, -1, 3, -1.2, 4
O=C(O)c1cccc(S(=O)(=O)Nc2ccc(S(=O)(=O)N3CCOCC3)cc2)c1
  0.3, ., -4, 1, -4, 2, -0.2, 2
O=C(CN1C(=O)NC(Cc2c[nH]c3ccccc23)C1=O)Nc1cccc(S(=O)(=O)N2CCCC2)c1 (stereo not drawn)
  0.2, -11, 1, 15, 4, -3, -2.1, .

# The list itself, repeating the preview:
# Values run as follows: Xi reactivation, INS-1E GSIS act, ERp5 block, EWS-Fli block, ARNT-TACC3 inh, PAX8 inh HTS, CFTR F508del cor, DENV2 CPE
COc1ccc(S(=O)(=O)N2CCCC2=O)cc1N(C)S(C)(=O)=O
  0.0, 1, -6, 6, -1, -9, -1.8, 0
NC(=NCCc1ccccc1)NS(=O)(=O)c1ccc2ccccc2c1
  0.2, 2, ., ., -1, 8, ., .
Cc1ccc2cc3c(nc2c1)N(c1ccccc1)CC3
  0.1, 1, -6, 0, -12, -3, 0.2, -8
O=C(Nc1ccc2c(c1)[C@@H]1C[C@H](CC(=O)N3CCOCC3)O[C@H](CO)[C@@H]1O2)NC1CCCCC1
  0.1, -8, -4, -2, -6, -1, 0.2, -2
COc1ccc(CCNC(=O)CCCn2ncn3c(cc4occc43)c2=O)c(OC)c1
  0.0, 11, -1, ., 0, 18, -0.3, 1
Cc1n[nH]c(C)c1S(=O)(=O)N1CCN(S(=O)(=O)c2cccc(F)c2)CC1
  0.1, 26, -3, 6, 3, 6, 1.3, 12
NC(=O)NCC#Cc1ccc2c(c1)[C@]1(C(=O)N2)[C@H](c2ccccc2OCCO)N2[C@H](c3ccccc3)[C@H](c3ccccc3)OC(=O)[C@H]2[C@@H]1C(=O)O
  ., ., 1, -6, -1, 3, -1.2, 4
O=C(O)c1cccc(S(=O)(=O)Nc2ccc(S(=O)(=O)N3CCOCC3)cc2)c1
  0.3, ., -4, 1, -4, 2, -0.2, 2
O=C(CN1C(=O)NC(Cc2c[nH]c3ccccc23)C1=O)Nc1cccc(S(=O)(=O)N2CCCC2)c1 (stereo not drawn)
  0.2, -11, 1, 15, 4, -3, -2.1, .
COc1ccc(CN2C(=O)N(c3ccc(OC)cc3)C(=O)C2CC(=O)Nc2ccccc2)cc1 (stereo not drawn)
  -0.1, -13, 10, 3, -2, -20, 0.6, ?
COc1cccc(CNC(=O)[C@H]2CCCN2C(=O)[C@H]2CCCN2C(=O)c2cccc(F)c2)c1
  0.1, 11, 10, -14, ., -4, -4.1, -13
COc1ccc(CN(C)C(=O)c2sccc2-c2ccccc2)c(OC)c1
  0.0, -34, 2, ., 1, 4, 5.5, 3
CCOCCCNC(=O)c1cc2c(-c3ccc(Cl)cc3)nn(C)c2s1
  0.0, -14, -2, 12, -2, 16, 1.8, -4
CCCCNC(=O)C[C@@H]1C[C@@]2(C(=O)OC)CCCCC=C2N(Cc2ccc(Cl)cc2Cl)C1=O
  0.3, -15, 0, 6, ., 2, -4.1, -1
Cc1nn(-c2ccccc2)c(C)c1/C=N/NC(=O)c1ccccc1NS(=O)(=O)c1cccs1
  0.1, -17, ., ., 5, -31, ., .
COc1ccc(C(=O)Nc2ccccc2C(=O)N2CCCCC2C)cc1 (stereo not drawn)
  0.0, 0, 0, 6, ., 13, 0.3, 3
COc1cc(/C=C2/SC(=S)N(c3c(C)n(C)n(-c4ccccc4)c3=O)C2=O)ccc1O
  -0.1, -9, -2, 9, 7, 3, 5.1, -3
CCN1CCN(C(=S)NC(CC(=O)c2ccccc2)c2ccccc2)CC1 (stereo not drawn)
  0.0, -24, 1, -6, 9, -3, 0.9, -2
CN1CCN(C(=O)C[C@@H]2CC[C@@H]3[C@H](COC[C@@H](O)CN3Cc3cccc(Cl)c3)O2)CC1
  0.1&-0.2, 6, 2&0, -5&-5, -42, -12&-3, 0.3&1.8, 31*!
CC(C1SC(=S)NC1=O)C1SC(=S)NC1=O (stereo not drawn)
  -0.2, ., -4, -3, ., -16, 0.8, -3
CC(=O)NCCc1nc2ccccc2n1Cc1ccccc1
  0.5, 5, -9, -1, -6, -6, 1.5, -11
COCC(=O)N1C[C@H](C)[C@H](OC)CN(C)C(=O)c2ccc(NC(=O)Nc3cccc(F)c3)cc2OC[C@@H]1C
  0.3, -5, ., 56*, ., ., -1.1, .
CCOc1cccc(C(=O)NC2CCCCC2)c1
  ., 10, -7, -55, -8, ., 0.9, -5
COCC#Cc1ccc2c(c1)O[C@@H](CN(C)C(=O)C1CCC1)[C@H](C)CN([C@@H](C)CO)S2(=O)=O
  -0.1, 0, -8, -1, -3, ., -0.1, -1
CN1CCN(C(=O)C2=C[C@@H](c3ccc(C(F)(F)F)cc3)C[C@@H](OCc3ccc(CO)cc3)O2)CC1
  0.0, -2, 6&2, 1&-8, 34&0, -7&5, -0.7&-0.6, 78*!
CCOc1ccc2c(CC)cc(=O)oc2c1OCC
  0.1, 27, 2, -5, -2, 102*, -3.1, 2
CO[C@H]1CN(C)C(=O)c2ccc(NC(=O)c3ccccc3)cc2OC[C@@H](C)N(CC2CC2)C[C@@H]1C
  -0.1, -4, -8, -4, -3, ., -3.4, 10
Cc1ccc(C2C(C#N)=C(N)N(c3cccnc3)C3=C2C(=O)CCC3)s1 (stereo not drawn)
  0.1, -1, 3, 10, 6, -15, 2.1, 1
O=C(Cc1ccccc1)NCC(=O)OCC(=O)c1cccc([N+](=O)[O-])c1
  -0.1, 0, ., ., 6, -10, ., .
COc1ccc(C(=O)N2CCCC(C)(C(=O)NS(=O)(=O)C3CC3)C2)cc1 (stereo not drawn)
  -0.1, 18, 0, -2, ., -7, 4.0, 8
CCCCN(C(=O)CSc1nnc(-c2ccccc2)n1C)c1c(N)n(Cc2ccccc2)c(=O)[nH]c1=O
  0.1, 3, ., ., 4, 22, ., .
COCCC(=O)N1CCC(Oc2ccc(C(=O)NCCSC)cc2)CC1
  0.3, 2, -2, 7, 9, 11, 0.5, -2
O=C(Cc1ccccn1)NCC[C@H]1CC[C@H](NC(=O)Nc2ccc(Cl)cc2)[C@@H](CO)O1
  -0.3, 6, -4, ., -2, ., 3.3, 3
COCC(=O)Oc1c(Sc2ccccc2[N+](=O)[O-])c(C)nn1C(C)(C)C
  0.1, 0, 2, 19, -2, 27, 0.8, 3
Cn1c(SCC(=O)NC(=O)Nc2ccccc2)nnc1-c1ccncc1
  0.0, ., 7, 3, ., 9, -0.4, -9
NCCNc1ccc([N+](=O)[O-])cc1
  ., 14, -2, -5, -1, -16, 2.1, -1
CCc1cccc2c(C(=O)CN3C(=O)C(=O)N(C4CCCC4)C3=O)c[nH]c12
  -0.1, -21, 0, -1, ., -2, 1.9, ?
Cc1[nH]c2ccccc2c1CC(=O)Nc1ccc(Nc2cccnc2)c(-c2cccc(Cl)c2)c1
  0.2, -37, -5, 5, ., 48, -2.3, -4
C/C(=N\N1CCN(c2ccccc2)CC1)c1ccccc1O
  0.0, 3, -2, -10, 1, 5, -7.3, -1
Nc1ccc(-c2nc3ncccc3o2)c(Cl)c1
  0.5, -2, -7, -81, -3, -211, 0.2, -3
Cc1cccc(CNc2ncnc3ccc(-c4cccnc4)cc23)c1
  -0.1, 3, 0, 12, 30, -3, -1.8, -6
CC(=O)Nc1ccc(S(=O)(=O)N2CCNC(=O)C2)cc1
  0.2, 5, -3, 0, ., ., -2.1, 9
COCCNC(=O)C[C@H]1CC[C@H]2[C@H](COc3ccc(NC(=O)C4CCCC4)cc3C(=O)N2C)O1
  0.4, 6, -1, 5, -9, 5, 1.4, 12
Cc1ccc([C@H]2C[C@@H](n3cc(C4CC4)nn3)[C@H](O)CN2C(=O)C2CCCCC2)cc1
  0.2, -8, 2, 1, ., 0, 4.1, ?
C[C@@H]1CN([C@@H](C)CO)C(=O)Cc2cc(NC(=O)Cc3ccccc3)ccc2O[C@H]1CN(C)S(=O)(=O)c1cccs1
  -0.2, -2, -1, -3, 14, 10, 3.3, -3
C[C@H]1CN([C@@H](C)CO)C(=O)Cc2cc(NC(=O)Cc3cn(C)c4ccccc34)ccc2O[C@@H]1CN(C)C(=O)Nc1ccc(F)cc1
  -1.0, 20, 4, 6, ., ., 1.1, ?
CCOC(=O)c1cc(S(=O)(=O)NCCc2ccc(OC)c(OC)c2)cn1C
  0.1, 14, 0, -2, -10, 3, 4.5, 5
C/C=C/c1ccc([C@H]2[C@@H](CO)N[C@@H]2CNC(=O)C2CCC2)cc1
  0.3, 11, -1, ., ., ., -1.1, 34*
Cc1ccc(S(=O)(=O)N(C)C[C@H]2Oc3ccc(NS(=O)(=O)c4ccc(Cl)cc4)cc3CC(=O)N([C@H](C)CO)C[C@H]2C)cc1
  -1.1, -4, 2, 5, -7, 8, -2.9, -3
Cc1onc(C(=O)Nc2c(C)n(C)n(-c3ccccc3)c2=O)c1[N+](=O)[O-]
  0.7, 20, -6, 0, 2, 0, -1.7, -3
CN(CC(=O)NCCc1ccc(S(N)(=O)=O)cc1)S(=O)(=O)/C=C/c1ccccc1
  0.4, 2, 4, -1, 4, -1, -0.7, 2
CCOc1nc2ccccc2cc1C=O
  0.1, -7, -1, 8, -1, -7, -0.5, -2
CC(C)CCCN1C(N(C)C)=NC[C@@H]1Cc1ccccc1
  -0.1, 3, 4, -1, -6, -12, -1.4, -8
O=C(NCCc1ccncc1)[C@H]1[C@H](CO)[C@H]2Cn3c(cccc3=O)[C@@H]1N2Cc1ccccc1F
  0.1, -4, -3, -5, 1, ., ., -5
CC(=O)NC[C@@H]1[C@@H](c2ccc(-c3cccc(F)c3)cc2)[C@H](CO)N1C(C)=O
  0.0, 7, 2, 3, -5, -18, -3.0, 16

# From PubChem
